# HIV fusion peptide: inhibitors of HIV fusion peptide binding, primary screen, biochemical, uHTS, fluorescence dequenching (AID 1986). cell-free peptide binding, fluorescence dequenching, 30 min; higher % means a stronger effect. one-dose inhibition, % at 20 µM; IC50 in µM for titrated hits. actives 0.3% (n = 290,000); in the data active means inhibition mostly above about 52%, no sharp cut-off; inactive means mostly below about 76%; further: some results filed as inactive read as strong as hits
# Rac1 GTP hydrolysis: MgcRacGAP GTPase-activating activity inhibitors, confirmation, biochemical, ADP Hunter fluorescence; one-dose inhibition, % at 30 µM; IC50 in µM for titrated hits; Rac GTPase-activating protein 1 (Homo sapiens); AID 624330, 2012; actives 0.6% (n = 340,000); MgcRacGAP-stimulated Rac1 GTP hydrolysis, ADP Hunter fluorescence; higher % means a stronger effect; GST-tagged Rac1 F28L mutant substrate;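 active means first-screen hits whose inhibition reached a set limit at any dose in the follow-up dose series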;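 further: fluorescence reports GDP produced by GAP-driven GTP hydrolysis; strong numbers were not always called active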
# NOD1 inhibition: NOD1 signaling inhibitors, primary screen, cell-based, luminescence, uHTS (AID 1578) | NOD1-driven NF-kB luciferase reporter cells, luminescence; higher % means a stronger effect | inhibition, % at 4 µM, or EC50 in µM where a hit was titrated | actives 1% (n = 290,000); in the data active means inhibition mostly above about 36%, no sharp cut-off; inactive means mostly below about 34%;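 further: HEK-293T reporter cells stimulated with the NOD1 agonist gamma-tri-DAP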
# KOR beta-arrestin-1: KOR antagonists, beta-arrestin recruitment, cell-based, luminescence, uHTS (AID 1778); Kappa-type opioid receptor (Homo sapiens); KOR beta-arrestin recruitment, luminescence, antagonist mode; higher % means a stronger effect; inhibition, % at 10 µM; hits with a dose series show IC50 in µM; actives 0.091% (n = 290,000); further: strong numbers were not always called active
# NOD2 inhibition: NOD2 signaling inhibitors, cell-based, luminescence, uHTS, HEK293 (AID 1566). actives 0.63% (n = 290,000). inhibition, % at 4 µM, or EC50 in µM where a hit was titrated. HEK293 NOD2/NF-kB luciferase reporter, luminescence; higher % means a stronger effect; further: many of its hits are not listed in these tables
# GPR55 LPI antagonism: GPR55 antagonists blocking LPI-driven arrestin recruitment, primary screen, imaging, U2OS, beta-arrestin-GFP, LPI agonist (AID 2013). G-protein coupled receptor 55 (Homo sapiens). U2OS GPR55 beta-arrestin-GFP translocation imaging, LPI antagonism; higher % means a stronger effect. inhibition, % at 10 µM; hits with a dose series show IC50 in µM. actives 0.13% (n = 290,000);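 active means spots per cell inhibited over 60%, with over 100 cells counted and total cytoplasm intensity under 500,000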;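 further: U2OS cells stably carrying GPR55 and arrestin-GFP stimulated by 5 µM LPI near EC80; imaged beta-arrestin-GFP aggregate spots per cell after agonist stimulation; plate controls were LPI-stimulated DMSO wells for no effect and DMSO wells without LPI for full effect; some results filed as inactive read as strong as hits; confirmed hits need IC50 under 10 µM and bright autofluorescent wells are also inconclusive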
# SV40 large T antigen: SV40 large T antigen inhibitors, biochemical (AID 1903); SV40 large T antigen ATPase/helicase inhibition assay; higher % means a stronger effect; inhibition, % at 20 µM, or IC50 in µM where a hit was titrated; actives 0.39% (n = 310,000); in the data active means a potency from the dose series; further: strong numbers were not always called active
# KOR beta-arrestin-2: KOR agonists, beta-arrestin recruitment, primary screen, cell-based, luminescence, uHTS (AID 1777); actives 0.02% (n = 280,000); KOR beta-arrestin recruitment, luminescence; higher % means a stronger effect; activation, % at 10 µM, or EC50 in µM where a hit was titrated; Kappa-type opioid receptor (Homo sapiens); in the data active means activation above about 50%, passing the limit was not always enough; further: a part of the inactive calls stands beside numbers as strong as those of hits
# GPR55 activation: GPR55 agonists via beta-arrestin recruitment, primary screen, imaging, U2OS cells, beta-arrestin-GFP redistribution (AID 1961); one-dose activation, % at 10 µM; EC50 in µM for titrated hits; actives 0.048% (n = 290,000); G-protein coupled receptor 55 (Homo sapiens); U2OS GPR55 beta-arrestin-GFP redistribution imaging; higher % means a stronger effect;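 active means activation above 40% with more than 50 cells counted in the well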;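 further: U2OS osteosarcoma cells stably expressing GPR55 and beta-arrestin-GFP; plate controls were DMSO negative control for no effect and LPI positive control for full effect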
# * hit, by the source's call; nt = not tested or not shown; [ ] = remark or other dose. Unless noted, no stated cut-off is given here; in the data, active means inhibition above about 50%; inactive means the rest.
# Start of the listing, in advance (8 entries):
SMILES,HIV fusion peptide,Rac1 GTP hydrolysis,NOD1 inhibition,KOR beta-arrestin-1,NOD2 inhibition,GPR55 LPI antagonism,SV40 large T antigen,KOR beta-arrestin-2,GPR55 activation
COc1ccc(CCN(C)C(=O)/C=C/c2c(Cl)nc3ccccn23)cc1OC,-4.1%,-11%,31%,14%,14%,5%,-4%,-3.0%,-0.3%
O=C(NCc1ccco1)C1CCN(c2ccc(N3CCOCC3)nn2)CC1,-1.9%,5%,-14%,35%,8%,-6%,7%,2.5%,-0.5%
O=C(NC(=S)NCC1CCCO1)c1ccccc1F (configuration not stated),-0.5%,-2%,-35%,-11%,-10%,-3%,2%,3.7%,-0.1%
COc1ccccc1N1CCN(C2CCCN(C(=O)CCn3cncn3)C2)CC1 (configuration not stated),0.0%,-1%,0%,2%,1%,7%,9%,-0.2%,0.3%
Cc1ccccc1CSc1nnc(C)c(=O)n1N,0.0%,6%,-13%,-1%[20 µM],9%,3%,3%,-3.1%,0.2%
COc1ccc(-c2nn(CCC#N)cc2C(=O)Nc2ccccn2)cc1OC,1.1%,6%,0%,-34%[20 µM],8%,0%,6%,3.6%,-0.3%
COC(=O)Cc1ccc(NC(=O)c2ccc3c(c2)C(=O)N(CC2CCCO2)C3=O)cc1 (configuration not stated),-0.6%,7%,-21%,0%,15%,10%,8%,-3.4%,0.0%
CCN(CC)S(=O)(=O)c1ccc(N2CCOCC2)c(NCC(=O)Nc2ccc(F)cc2)c1,-1.4%,1%,-44%,-4%,6%,11%,3%,-2.5%,-0.1%

# All compounds of this part, previewed entries included:
SMILES,HIV fusion peptide,Rac1 GTP hydrolysis,NOD1 inhibition,KOR beta-arrestin-1,NOD2 inhibition,GPR55 LPI antagonism,SV40 large T antigen,KOR beta-arrestin-2,GPR55 activation
COc1ccc(CCN(C)C(=O)/C=C/c2c(Cl)nc3ccccn23)cc1OC,-4.1%,-11%,31%,14%,14%,5%,-4%,-3.0%,-0.3%
O=C(NCc1ccco1)C1CCN(c2ccc(N3CCOCC3)nn2)CC1,-1.9%,5%,-14%,35%,8%,-6%,7%,2.5%,-0.5%
O=C(NC(=S)NCC1CCCO1)c1ccccc1F (configuration not stated),-0.5%,-2%,-35%,-11%,-10%,-3%,2%,3.7%,-0.1%
COc1ccccc1N1CCN(C2CCCN(C(=O)CCn3cncn3)C2)CC1 (configuration not stated),0.0%,-1%,0%,2%,1%,7%,9%,-0.2%,0.3%
Cc1ccccc1CSc1nnc(C)c(=O)n1N,0.0%,6%,-13%,-1%[20 µM],9%,3%,3%,-3.1%,0.2%
COc1ccc(-c2nn(CCC#N)cc2C(=O)Nc2ccccn2)cc1OC,1.1%,6%,0%,-34%[20 µM],8%,0%,6%,3.6%,-0.3%
COC(=O)Cc1ccc(NC(=O)c2ccc3c(c2)C(=O)N(CC2CCCO2)C3=O)cc1 (configuration not stated),-0.6%,7%,-21%,0%,15%,10%,8%,-3.4%,0.0%
CCN(CC)S(=O)(=O)c1ccc(N2CCOCC2)c(NCC(=O)Nc2ccc(F)cc2)c1,-1.4%,1%,-44%,-4%,6%,11%,3%,-2.5%,-0.1%
CC(=O)Nc1ccc(SC[C@H](CC(C)C)N2CCN(CC(C)C)CCC2=O)cc1,1.9%,10%,2%,6%,21%,10%,13%,-0.7%,11%
CC(C)c1nc2oc3c(NCCO)ncnc3c2c2c1COC(C)(C)C2,-0.9%,10%,-8%,22%,1%,-1%,14%,1.4%,-0.1%
COc1ccc(/C=C/C2=NN(C)C(=O)CC2)cc1,-2.4%,4%,-48%,-15%,-56%,-1%,4%,-2.8%,0.0%
CC(=O)C(C)Oc1ccc2c3c(c(=O)oc2c1)CCCCC3 (configuration not stated),-1.6%,10%,-25%,-26%,-41%,4%,1%,-2.8%,-0.2%
Cn1c(=O)cc(Nc2ccc(Cl)cc2)[nH]c1=O,-0.6%,3%,-11%,-17%,-12%,12%,-3%,2.6%,0.0%
Nc1nc(CCl)nc(Nc2ccccc2)n1,1.3%,1%,37%,-2%,24%,1%,5%,-0.2%,0.2%
COc1ccc(C(=O)NCCCNC(=O)c2ccccn2)cc1,-0.6%,7%,-22%,6%,-5%,-4%,6%,6.8%,-0.1%
CCC(C)C(N)C(=O)NC(CCC(=O)OCc1ccccc1)C(N)=O (configuration not stated),-1.1%,6%,7%,4%,0%,7%,19%,-0.1%,0.2%
CCOc1cc(C2C3=C(CC(C)(C)CC3=O)N(CCCOC)C3=C2C(=O)CC(C)(C)C3)ccc1OC,-0.1%,6%,-26%,-54%[20 µM],-8%,8%,12%,-3.4%,0.0%
Cc1nc2ccc(NC(=O)c3cncc(Br)c3)cc2s1,1.5%,10%,-1%,-16%,17%,3%,9%,0.4%,0.0%
CC(=O)c1cccc(NC(=O)C2CCCN2S(=O)(=O)c2cccc3nsnc23)c1 (configuration not stated),0.7%,2%,17%,-2%,18%,-14%,-1%,-5.2%,0.3%
CCCC(=O)Nc1nnc(COC)s1,-0.6%,4%,-13%,24%,-19%,0%,4%,-1.6%,0.0%
CCC(C)(C)NC(=O)/C=C/c1cccs1,1.8%,8%,-10%,-8%,-4%,9%,5%,-1.3%,0.6%
COc1ccc(/C=C/C(=O)OCC(=O)Nc2c(C)cccc2C)cc1,-0.5%,11%,-43%,-4%,-16%,8%,9%,0.5%,-0.3%
CCOC(=O)C1CCN(C(c2cc3ccc(C)cc3[nH]c2=O)c2nnnn2C2CCCCC2)CC1 (configuration not stated),-0.6%,3%,-8%,-1%,7%,13%,8%,11%,-0.2%
O=C(COc1ccccc1)N=C1SC2CS(=O)(=O)CC2N1c1cccc(F)c1 (configuration not stated),-0.3%,7%,-8%,-17%,6%,4%,7%,1.0%,0.0%
Cc1ccc(NC(=O)c2cnccn2)cc1,0.7%,1%,-39%,7%,-54%,3%,7%,-1.7%,-0.3%
COc1ccc(NC(=O)CSc2nnc(-c3ccccc3C)n2C)cc1,0.2%,5%,-22%,18%,4%,7%,0%,-0.5%,-0.1%
COc1cc(C(=O)OCCCN(C)C)cc(OC)c1OC,-1.5%,3%,-1%,28%,6%,2%,14%,-0.7%,0.4%
CCOC(=O)C1=C(Nc2ccc(Cl)cc2)OCC1=O,-1.5%,2%,-3%,-1%,8%,-1%,12%,-0.2%,-0.2%
O=C(CCCc1nc2ccccc2s1)N1CCN(c2ccccc2F)CC1,6.1%,8%,-20%,35%,-5%,10%,2%,-2.2%,0.2%
CCOc1ccccc1CN1CCCC(C(=O)Nc2cccc(-n3cccn3)c2)C1 (configuration not stated),-0.7%,-1%,-10%,-33%,12%,-3%,13%,3.6%,0.5%
CCN(CC)C(=O)CN1C(=O)COCC1=O,-0.8%,-7%,-1%,-6%,9%,3%,0%,-1.7%,-0.1%
CCOC(=O)c1cc(-c2ccccc2)nn1-c1ccccn1,-2.8%,-7%,6%,15%,9%,8%,15%,-0.7%,-0.1%
Cc1c(Cl)ccc2c(C(=O)NCCN3CCCCC3)cc(-c3ccccn3)nc12,0.5%,2%,15%,-125%[20 µM],-17%,2%,-5%,7.6%,-0.1%
Cc1csc2ncc(C(=O)NC(C)c3ccccc3)c(=O)n12 (configuration not stated),-2.8%,3%,-13%,-3%,2%,1%,9%,-3.2%,-0.3%
N=C(N)SCc1ncccc1O,2.9%,-10%,0%,5%,5%,-1%,11%,1.8%,-0.2%
CCCc1cc(C(=O)Nc2cccc(Cl)c2C)no1,-0.7%,1%,13%,-68%,-24%,8%,-27%,1.0%,0.0%
O=C(/C=C/c1cccc([N+](=O)[O-])c1)NCc1ccc2c(c1)OCO2,-2.3%,-5%,-8%,-3%,14%,-2%,0%,7.5%,-0.3%
CN(C)/C=C/C(=O)c1ccc(OCCN(C)c2ccccn2)cc1,4.6%,11%,-5%,-19%,4%,6%,22%,-2.2%,-0.1%
CCOCCCNS(=O)(=O)c1ccc(Br)cc1,-1.8%,4%,-13%,12%,6%,-7%,0%,-1.5%,-0.1%
COCCNC(=O)[C@@]1(C)C=C[C@@H](Cc2ccccc2)N1C(=O)c1ccccc1,-0.4%,-18%,-45%,-30%[20 µM],-37%,-18%,20%,-0.6%,-0.1%
CCCC(C(=O)NC1CCCC1)N(Cc1cccs1)C(=O)c1snc(C(N)=O)c1N (configuration not stated),1.1%,-2%,1%,-87%,-26%,-2%,-3%,4.2%,-0.1%
C/C(=N/NC(=O)CN1CCN(S(=O)(=O)c2ccc(C)cc2)CC1)c1ccco1,-0.4%,7%,-11%,26%,10%,0%,6%,2.9%,-0.1%
O=c1c2[nH]c3ccccc3c2ncn1CCN1CCCCC1,-2.5%,12%,-2%,15%,4%,20%,-1%,-7.6%,-0.2%
O=C(c1cc(-c2ccccc2)on1)N1CCCc2ccccc21,-1.7%,10%,26%,-20%[20 µM],-11%,-3%,nt,-0.8%,0.0%
COc1ccc(CCN(Cc2ccccn2)C(=S)Nc2ccccc2C)cc1OC,-3.4%,11%,11%,-17%,-8%,6%,12%,0.7%,0.4%
CC(C)(C)NC(=S)N1CCC(C(=O)c2ccc(F)cc2)CC1,0.2%,7%,7%,-30%[20 µM],10%,0%,14%,2.6%,-0.1%
CC(=O)c1cccc(N(CC(=O)O)S(C)(=O)=O)c1,2.5%,6%,-20%,-4%,0%,6%,9%,0.5%,-0.2%
O=C(NCc1ccc2c(c1)OCO2)C1CC(=O)N(c2ccc(Cl)cc2)C1 (configuration not stated),-2.7%,6%,-38%,-1%,0%,8%,8%,-2.7%,0.2%
O=C(O)COc1ccccc1/C=N/Nc1ccc(S(=O)(=O)Nc2ccc(Cl)cc2)cc1[N+](=O)[O-],20µM*,5%,-38%,8%,-9%,26%,16%,-4.5%,0.4%
C=CCNC(=O)C1CCCN(S(=O)(=O)c2ccc(-n3cnnn3)cc2)C1 (configuration not stated),-0.7%,7%,-24%,-1%,11%,1%,6%,-2.8%,-0.2%
Cc1ccc(C(=O)COC(=O)c2ccncc2)cc1[N+](=O)[O-],3.5%,1%,-18%,nt,8%,7%,15%,4.2%,-0.2%
O=C(Cn1nnc2c(cnn2-c2ccccc2)c1=O)NCc1cccs1,-0.8%,6%,-12%,-23%,-20%,11%,6%,-6.4%,-0.1%

# This is a subset; rates above refer to the full screens.
